# Source: PubChem BioAssay (several laboratories)
# RSV CPE inhibition: inhibition of RSV-induced cytopathic effect – HEp-2 cells, primary 10 µM value included (AID 2391); HEp-2 cells, RSV-induced CPE inhibition; higher % means a stronger effect; CPE inhibition, % at 10 µM; hits with a dose series show IC50 in µM; actives 0.13% (n = 310,000); in the data active = a potency from the dose series; inconclusive = CPE inhibition mostly from about 23% at the one dose, without a potency; inactive = the rest, 99 in 100 with CPE inhibition below about 21%; also: strong numbers were not always called active
# PMI inhibitors: inhibitors of human PMI, primary screen, biochemical, fluorescence intensity, coupled assay (AID 1209). purified PMI enzyme, coupled fluorescence intensity; higher % means a stronger effect. inhibition, % at 20 µM, or IC50 in µM where a hit was titrated. actives 0.42% (n = 190,000);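 also: plate controls were DMSO vehicle for no effect and wells lacking substrate for full effect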
# T cell modulator: T cell immune modulation candidate | actives 0.068% (n = 330,000) | calls only at 7 µM | 2C CD8+ T cell-vesicle binding, flow cytometry; stronger effect = lower value;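 active = response, share of CD8 T cells binding vesicles, and their 90th percentile fluorescence all below set limits, cut at about 80% in these data, passing the limit was not always enough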
#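 Test system: purified 2C TCR transgenic mouse naive CD8+ T cells. Probe or stimulus: QL9-peptide-loaded Drosophila micro-vesicles bearing Ld, ICAM-1 and B7-1. Incubation: binding step 1.5 h, 37 °C, antibody labelling 20 min, ice. Measured by: flow cytometry of vesicle-bound cells.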
# TNAP activators: human TNAP enzyme activators, primary screen, biochemical, luminescent, no phosphate acceptor, uHTS (AID 1001) | purified TNAP, luminescent activation assay, no phosphate acceptor; higher activation fold means a stronger effect | one-dose activation fold at 20 µM; EC50 in µM for titrated hits | actives 0.03% (n = 200,000); in the data active = activation fold from about 3, or a potency from the dose series; inactive = the rest, 99 in 100 with activation fold below about 1.6; also: many of its hits are not listed in these tables
# UTI89 phage lysis: inhibition of K1F phage lysis, E. coli UTI89, bacterial capsule biogenesis inhibitors, alamar blue (AID 488966); E. coli UTI89 K1F phage lysis, alamar blue, 2 h; higher % means a stronger effect; inhibition, % at 100 µM, or IC50 in µM where a hit was titrated; actives 0.02% (n = 340,000);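 active = phage lysis inhibition, versus mean bacterial control, above a set limit; inconclusive = no clear call, values can overlap the other calls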;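 also: capsule biogenesis inhibitors block K1F phage lysis so surviving cells raise fluorescence; higher fluorescence means more inhibition of phage lysis; actives were called in the ten point dose series up to 300 µM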
# West Nile virus CPE: inhibition of WNV-induced cytopathic effect – cell-based, CPE readout (AID 1621). actives 0.02% (n = 290,000). one-dose CPE inhibition, % at 10 µM; IC50 in µM for titrated hits. West Nile virus-infected cells, CPE inhibition; higher % means a stronger effect; in the data active = a potency from the dose series; inconclusive = CPE inhibition mostly from about 3.7% at the one dose, without a potency; inactive = the rest, 99 in 100 with CPE inhibition below about 2.2%; also: strong numbers were not always called active
# PMI inhibition: MPI inhibition at elevated mannose 6-phosphate – biochemical, fluorescence intensity, high mannose 6-phosphate, primary screen (AID 1220); actives 0.66% (n = 190,000); inhibition, % at 20 µM; hits with a dose series show IC50 in µM; recombinant PMI enzyme, coupled fluorescence intensity; higher % means a stronger effect
# P. falciparum M17LAP: P. falciparum M17LAP inhibitors, primary screen, biochemical, fluorogenic H-Leu-NHMec substrate, 1536-well (AID 1619). inhibition, % at 30 µM; hits with a dose series show IC50 in µM. recombinant M17LAP, H-Leu-NHMec fluorogenic kinetic assay; higher % means a stronger effect. actives 0.38% (n = 220,000);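 active = compound inhibiting the enzyme by more than half at any dose during confirmatory dose-response retesting; inconclusive = strong single-dose inhibitors picked by rank but not retested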;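 also: plate controls were full reaction with DMSO carrier for no effect and no enzyme background for full effect; strong numbers were not always called active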
# M1AAP inhibition: P. falciparum M1AAP inhibitors, biochemical, fluorogenic H-Leu-NHMec substrate, 1536-well (AID 1445) | one-dose inhibition, % at 30 µM; IC50 in µM for titrated hits | recombinant M1AAP, H-Leu-NHMec fluorogenic kinetic assay; higher % means a stronger effect | actives 0.42% (n = 220,000);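 active = primary inhibition above the hit cutoff, then over 50% inhibition at one or more dose response concentrations, cut at about 23% in these data, passing the limit was not always enough; inconclusive = conflicting primary data, or primary hits not chosen for dose response; inactive = low primary inhibition, or under 50% at every dose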;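 also: plate controls were DMSO full reaction for no effect and no enzyme background for full effect; strong numbers were not always called active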
# T cell modulator vesicle-bound %: further read-out of T cell modulator, marked with its call; double positive events, %; measured here: CD8+ vesicle-bound cell fraction;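 binding gate set so that unloaded-vesicle control wells show 10% double positive cells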
# * marks the source's active call; other numbers are inactive results; i = inactive; ? = inconclusive; . = not tested or not shown; [ ] = dose if it differs, or a comment. Rule as the data show it, unless noted: active = inhibition above about 50%; inactive = the rest.
SMILES,RSV CPE inhibition,PMI inhibitors,T cell modulator,T cell modulator vesicle-bound %,TNAP activators,UTI89 phage lysis,West Nile virus CPE,PMI inhibition,P. falciparum M17LAP,M1AAP inhibition
CCC(C)c1ccc(S(=O)(=O)Nc2cccnc2)cc1 (stereo not drawn),1.7%,.,i,6.2,.,0.2%,0.0%,.,.,.
COc1ccc(NC(=O)CN2CCN(c3nc(-c4ccc(F)cc4)cs3)CC2)c(OC)c1,10.3%,7.5%,i,60.1,1.1,0.3%,-0.7%,0.8%,.,.
COc1ccc(NC(=O)c2ccccc2N2C(=O)C3C4C=CC(C5CC45)C3C2=O)c(OC)c1 (stereo not drawn),1.3%,.,i,37.8,.,0.1%,0.2%,.,.,.
O=C(CSc1ncnc2nc[nH]c12)N1CCOCC1,0.3%,0.2%,i,14.7,1.1,0.2%,-0.2%,1.4%,-4.3%,-1.6%
CCCCOC(=O)C1=C(C)Nc2ncnn2C1c1ccc(OC)c(OC)c1 (stereo not drawn),?,10.8%,i,60.9,1.1,0.1%,-0.8%,7.8%,-9.5%,3.5%
C/C(=C\C(=O)c1ccc(Br)cc1)NNC(=O)c1ccc(O)cc1,-2.0%,.,i,40.1,.,0.1%,-0.7%,.,.,.
Cc1ccc(C(=O)N2CCC(C(=O)c3c(C)cc(C)cc3C)CC2)cc1,11.6%,.,i,19.8,.,0.5%,-1.6%,.,.,.
CCCCN1C[C@H](Cc2ccccc2)[C@@H](CC(=O)Nc2ccccc2)C1=O,0.7%,.,i,15.0,.,0.3%,-1.4%,.,.,.
O=C(CSc1nnc(-c2ccccc2F)n1C1CC1)Nc1ccc2[nH]c(=O)[nH]c2c1,1.1%,8.8%,i,39.2,1.1,0.2%,0.1%,16.6%,-1.0%,-0.5%
CC(C)NC(=O)COc1coc(CN2CCN(c3cccc(Cl)c3)CC2)cc1=O,1.4%,.,i,26.2,.,0.5%,0.0%,.,.,.
O=C1CCC(/C=C/c2ccccc2)=NN1Cc1ccccc1,3.4%,-9.5%,i,39.2,1,-0.6%,-0.5%,-5.1%,17.7%,3.6%
Cc1cc(NC(=O)C2CC2)ccc1NC(=O)c1cccs1,3.4%,.,i,47.8,.,0.0%,-1.0%,.,.,.
CC(=O)NC(CCS(C)(=O)=O)C(=O)Nc1ccccc1 (stereo not drawn),1.1%,7.8%,i,24.1,1.1,0.4%,0.1%,7.7%,-6.9%,-5.2%
Cc1nc(SCC(=O)Nc2ccccn2)n[nH]1,-1.5%,-4.0%,i,54.7,1.1,0.4%,0.6%,-4.2%,-3.4%,8.3%
Cc1nnc(SCC(=O)Nc2nsc(-c3ccc(C(C)(C)C)cc3)n2)s1,1.4%,7.4%,i,64.4,1.1,14.2%,0.4%,1.5%,8.9%,16.6%
Cc1ccc(CNc2ccc3nnc(-c4ccccc4)n3n2)cc1,0.6%,-3.1%,i,40.6,1.1,-0.2%,.,0.3%,-6.5%,-1.4%
O=C1CCC(C(=O)N2CCc3ccccc3C2)CN1CCCN1CCOCC1 (stereo not drawn),0.3%,.,i,66.7,.,1.5%[50 µM],0.0%,.,.,.
O=[N+]([O-])c1cc(-n2cnnn2)ccc1N1CCC(Cc2ccccc2)CC1,9.7%,16.7%,i,18.2,1,-0.3%,3.4%,6.1%,3.4%,4.0%
S=c1[nH]nc(Cn2cnc3ccccc32)n1-c1ccccc1,1.0%,21.3%,i,26.0,1,3.4%,0.1%,0.4%,5.7%,-1.7%
O=C(CSc1ncccn1)NCc1ccc2c(c1)OCO2,1.4%,.,i,19.5,.,0.1%,0.0%,.,.,.
S=C(NCc1ccccc1)Nc1cccc(Cl)c1,4.5%,6.0%,i,40.5,1,1.3%[50 µM],-1.3%,-0.5%,6.6%,0.7%
O=C1C=C(NCc2ccc(Cl)c(Cl)c2)CC1,-0.8%,5.7%,i,42.5,1.1,0.2%,-0.2%,-0.7%,10.1%,7.0%
CSCCC(=O)N(C)CC1CCN(CCc2cccc(C(F)(F)F)c2)CC1,0.2%,.,i,58.6,.,-1.3%,-0.8%,.,.,.
CN(CCC#N)C(=O)COC(=O)c1cc(Cl)cc(Cl)c1N,-0.2%,-9.1%,i,26.1,0.9,0.5%,-0.3%,-0.5%,-39.4%,4.9%
CC(=O)C1=C(O)C(=O)N(c2ccc(Br)cn2)C1c1ccccc1F (stereo not drawn),3.5%,-9.7%,i,28.6,1.1,-0.1%,0.1%,-24.8%,16.0%,9.9%
# (more compounds)
SMILES,RSV CPE inhibition,PMI inhibitors,T cell modulator,T cell modulator vesicle-bound %,TNAP activators,UTI89 phage lysis,West Nile virus CPE,PMI inhibition,P. falciparum M17LAP,M1AAP inhibition
Cc1cc(=O)oc2cc(NC(=O)c3ccccc3Cl)ccc12,-0.1%,.,i,51.5,.,-1.1%,-0.6%,.,.,.
COc1cccc(OCC(=O)NNC(=O)c2cnccn2)c1,3.1%,21.6%,i,54.7,2.1,3.5%[50 µM],-0.4%,12.0%,-1.1%,5.0%
COc1ccc(CNC(=O)Cn2nc(C(F)(F)F)cc2C)cc1,3.9%,0.5%,i,43.3,1,0.2%,0.4%,-4.1%,10.2%,5.2%
CN(C(=O)COC(=O)c1nc(Cl)ccc1Cl)c1ccccc1,0.7%,.,i,52.7,.,1.0%[50 µM],-0.3%,.,.,.
COc1ccc(N2C(=O)CC(Sc3nc(C)cc(C)n3)C2=O)cc1OC (stereo not drawn),1.4%,.,i,17.9,.,0.1%,-0.1%,.,.,.
CCOC(=O)c1n[nH]n(-c2cc(Cl)cc(Cl)c2)c1=O,-0.2%,.,i,43.6,.,0.6%,-0.3%,.,5.7%,11.7%
Cc1cccc(C)c1NC(=O)C1(N2C(=O)CC2c2ccccc2)CCCCC1 (stereo not drawn),1.7%,16.2%,i,48.2,1.1,0.0%,-0.8%,1.2%,-0.6%,10.2%
O=C(CNC(=O)c1ccccc1F)N/N=C/c1cccnc1,1.3%,.,i,10.0,.,0.6%,0.2%,.,.,.
COc1cc2nc(/C=C/c3cc(OC)c(OC)c(OC)c3)sc2cc1SC,13.0%,-7.0%,i,35.1,1.1,-2.3%,2.1%,-3.9%,2.6%,2.6%
COc1cccc(OCCn2cc(C(C)=O)c3ccccc32)c1,-0.1%,.,i,63.3,.,2.3%,-1.4%,.,.,.
Cc1cc(C)n(-c2nc3c(c(=O)[nH]c(=O)n3C)n2Cc2ccc(F)cc2)n1,1.0%,2.9%,i,52.5,1,-0.5%[50 µM],0.1%,0.6%,-4.4%,3.9%
COCCCNC(=S)N1CCN(c2nc(-c3cccc(OC)c3)cs2)CC1,4.1%,.,i,51.8,.,-0.2%,-0.9%,.,.,.
COc1cc(/C=C2/SC(=S)N(CC3CCCO3)C2=O)ccc1O (stereo not drawn),6.3%,22.5%,i,45.9,0.6,-0.2%,-0.6%,19.0%,18.8%,16.8%
COc1cc([N+](=O)[O-])cc2sc(NC(=O)C(C)(C)C)nc12,2.1%,7.9%,i,36.4,1,0.3%,0.7%,17.0%,-4.6%,-0.8%
CCOc1cccc(NC(=O)Cc2cccs2)c1,0.5%,1.0%,i,30.8,1.1,2.6%,0.1%,3.2%,25.4%,-2.0%
Cc1cc2c3c(c1C)C1(C(=O)N3C(C)(C)CC2C)C(C#N)=C(N)Oc2cc(O)ccc21 (stereo not drawn),2.6%,12.8%,i,27.4,0.9,-3.7%,-0.4%,5.9%,5.6%,-2.5%
Cc1ccc(-c2csc(N(Cc3ccccc3)C(=O)COc3ccccc3)n2)cc1,0.8%,-1.6%,i,40.2,1.1,0.1%,0.1%,-2.1%,-8.5%,-2.4%
O=C(CCCNS(=O)(=O)c1ccc(Br)cc1)N1CC[C@@]2(O)CCCC[C@H]2C1,0.5%,0.4%,i,45.0,1.1,-0.4%[50 µM],0.1%,4.1%,-5.5%,-2.4%
CC(C)(C)C1C/C(=C/c2ccco2)C(=O)/C(=C/c2ccco2)C1 (stereo not drawn),14.3%,-20.3%,i,37.5,1,-0.2%,0.0%,-26.6%,31.2%,15.0%

# Part of the list above in order of number of heavy atoms, highest first:
SMILES,RSV CPE inhibition,PMI inhibitors,T cell modulator,T cell modulator vesicle-bound %,TNAP activators,UTI89 phage lysis,West Nile virus CPE,PMI inhibition,P. falciparum M17LAP,M1AAP inhibition
CC(C)NC(=O)COc1coc(CN2CCN(c3cccc(Cl)c3)CC2)cc1=O,1.4%,.,i,26.2,.,0.5%,0.0%,.,.,.
O=C1CCC(C(=O)N2CCc3ccccc3C2)CN1CCCN1CCOCC1 (stereo not drawn),0.3%,.,i,66.7,.,1.5%[50 µM],0.0%,.,.,.
O=[N+]([O-])c1cc(-n2cnnn2)ccc1N1CCC(Cc2ccccc2)CC1,9.7%,16.7%,i,18.2,1,-0.3%,3.4%,6.1%,3.4%,4.0%
Cc1nnc(SCC(=O)Nc2nsc(-c3ccc(C(C)(C)C)cc3)n2)s1,1.4%,7.4%,i,64.4,1.1,14.2%,0.4%,1.5%,8.9%,16.6%
Cc1ccc(CNc2ccc3nnc(-c4ccccc4)n3n2)cc1,0.6%,-3.1%,i,40.6,1.1,-0.2%,.,0.3%,-6.5%,-1.4%
COc1cc(/C=C2/SC(=S)N(CC3CCCO3)C2=O)ccc1O (stereo not drawn),6.3%,22.5%,i,45.9,0.6,-0.2%,-0.6%,19.0%,18.8%,16.8%
COc1cccc(OCC(=O)NNC(=O)c2cnccn2)c1,3.1%,21.6%,i,54.7,2.1,3.5%[50 µM],-0.4%,12.0%,-1.1%,5.0%
CN(CCC#N)C(=O)COC(=O)c1cc(Cl)cc(Cl)c1N,-0.2%,-9.1%,i,26.1,0.9,0.5%,-0.3%,-0.5%,-39.4%,4.9%
CC(=O)NC(CCS(C)(=O)=O)C(=O)Nc1ccccc1 (stereo not drawn),1.1%,7.8%,i,24.1,1.1,0.4%,0.1%,7.7%,-6.9%,-5.2%
